# NOD2-RIPK2 inh – NOD2-RIPK2 protein interaction inhibition | CHO BLA complementation NOD2-RIPK2, CCF4 ratio | 360,000 compounds, 0.38% hits | AID 624267 | O43353 | inhibition, % at 4.98 µM; in the data active = inhibition above about 21%;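 note: 0% = vehicle only and 100% = reference blocker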
# Target sequence (O43353 whole entry, looked up): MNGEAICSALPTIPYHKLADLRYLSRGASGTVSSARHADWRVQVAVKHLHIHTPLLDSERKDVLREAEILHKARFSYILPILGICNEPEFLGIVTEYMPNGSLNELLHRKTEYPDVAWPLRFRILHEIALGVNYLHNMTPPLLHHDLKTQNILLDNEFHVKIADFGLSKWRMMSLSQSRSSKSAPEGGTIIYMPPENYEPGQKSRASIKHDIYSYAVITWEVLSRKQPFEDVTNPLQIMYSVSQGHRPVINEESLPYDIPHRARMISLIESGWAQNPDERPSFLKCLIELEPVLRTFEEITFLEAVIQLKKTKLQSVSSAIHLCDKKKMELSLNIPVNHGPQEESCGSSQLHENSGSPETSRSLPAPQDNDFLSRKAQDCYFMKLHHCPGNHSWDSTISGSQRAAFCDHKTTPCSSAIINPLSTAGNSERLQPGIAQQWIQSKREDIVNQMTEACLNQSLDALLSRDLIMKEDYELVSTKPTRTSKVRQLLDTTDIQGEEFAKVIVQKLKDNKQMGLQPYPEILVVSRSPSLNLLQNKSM
# TROY signal inh – TROY signaling inhibition; inhibition, % at 10 µM; 360,000 compounds, 0.98% hits; Q293 LMP1-TROYcd NF-kB luciferase reporter, 4 h;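 active = compounds whose plate-normalised and pattern-corrected inhibition of the luciferase reporter signal at the single screening dose is 50% or more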
# SRC2 inh – inhibits human steroid receptor coactivator 2; inhibition, % at 9 µM; 370,000 compounds, 0.17% hits; HEK293 GAL4-SRC2 luciferase reporter, luminescence;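 active = inhibition above the mean inhibition of all tested compounds plus 3 SD, set per campaign, cut at about 52% in these data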;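 note: 0% = DMSO treated cells and 100% = cells given Gossypol at 36 µM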
# SRC3 inh – human NCOA3 inhibition. AID 588352. inhibition, % at 3.6 µM. Q9Y6Q9. 360,000 compounds, 0.17% hits. HEK293 GAL4-SRC3 luciferase reporter, luminescence;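 active = inhibition above a per-campaign cutoff, the mean of all compounds plus 3 SD, cut at about 60% in these data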;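 note: 0% = DMSO-treated cells and 100% = gossypol-treated cells at 36 µM; higher means less SRC3-driven luciferase light from the GAL4 reporter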
# C8 TRAIL sens – caspase-8 TRAIL sensitization. NB7+C8 cells + TRAIL, ATPlite viability luminescence. inhibition (viability loss, TRAIL sensitization), % at 10 µM. 360,000 compounds, 1% hits. AID 624354;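 active = compounds causing at least 50% loss of cell viability in the single-dose screen, relative to plate controls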
# TLR9-MyD88 inh – inhibitors of human TLR9-MyD88 binding | CHO BLA complementation TLR9-MyD88, CCF4 FRET ratio | inhibition, % at 4.98 µM | 340,000 compounds, 0.21% hits;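 active = inhibition above the mean over all tested compounds plus 3 SD, cut at about 21% in these data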;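 note: 0% = DMSO only wells and 100% = clavulanate BLA inhibitor control wells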
# EBV LMP1 NFkB – inhibitors of Epstein-Barr LMP1-induced NF-kappaB reporter; LMP1-induced NF-kappaB luciferase reporter cells, luminescence; inhibition, % at 12.5 µM; 350,000 compounds, 0.69% hits; in the data active = inhibition above about 41%;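 note: 0% = neutral control wells and 100% = reference inhibitor control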
# LRH-1 inv ag – suppresses constitutive activity of human LRH-1 | O00482 | HEK293T StAR-luciferase reporter, LRH-1 transfected, 24 h | inhibition, % at 3.6 µM | 360,000 compounds, 0.13% hits | AID 602396;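 active = inhibition above the mean inhibition of all tested compounds plus 3 SD, cut at about 73% in these data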;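 note: 0% = DMSO wells and 100% = reporter-only cells lacking LRH-1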
# COUP-TFII inh – NR2F2 (human) inhibition, primary screen | AID 686940 | 370,000 compounds, 0.7% hits | HEK293T NGFI-A luciferase reporter, luminescence | inhibition, % at 8.6 µM | P24468;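 active = inhibition above a per-plate cutoff, mean inhibition of test wells between control levels plus 3 SD, cut at about 38% in these data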;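 note: cells cotransfected with COUP-TFII expression vector driving the NGFI-A reporter; 0% = median of COUP-TF2 test wells and 100% = reporter-only cells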
# Target sequence (P24468 whole entry, looked up): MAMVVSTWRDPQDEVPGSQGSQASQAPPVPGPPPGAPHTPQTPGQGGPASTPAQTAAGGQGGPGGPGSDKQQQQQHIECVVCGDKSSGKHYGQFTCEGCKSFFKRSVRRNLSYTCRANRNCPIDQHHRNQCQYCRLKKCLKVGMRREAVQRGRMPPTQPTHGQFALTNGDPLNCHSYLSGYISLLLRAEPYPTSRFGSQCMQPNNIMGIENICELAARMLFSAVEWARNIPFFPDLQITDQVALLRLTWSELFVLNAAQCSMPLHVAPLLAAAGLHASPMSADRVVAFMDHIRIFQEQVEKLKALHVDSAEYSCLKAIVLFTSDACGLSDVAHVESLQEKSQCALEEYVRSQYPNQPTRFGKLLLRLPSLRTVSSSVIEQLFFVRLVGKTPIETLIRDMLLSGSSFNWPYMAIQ
# NCOA1 inh – human NCOA1 inhibition | 360,000 compounds, 0.12% hits | Q15788 | inhibition, % at 3.6 µM | HEK293 GAL4-SRC1 luciferase reporter, luminescence;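 active = inhibition above the campaign mean plus 3 SD, with each screening campaign given its own cutoff, cut at about 60% in these data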;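 note: 0% = DMSO treated cells and 100% = gossypol at 36 µM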
# TWEAK Fn14 block – TWEAK-Fn14 signaling inhibition; 360,000 compounds, 2% hits; TWEAK-stimulated Fn14 reporter cells, luciferase luminescence, 8 h; inhibition, % at 10 µM; in the data active = inhibition above about 50%
# * hit, by the source's call; . = no result given. This is a subset; rates above refer to the full screens.
(1) CCCCN(C(=O)Nc1ccc(Cl)cc1)C1CCN(C(C)=O)CC1
(2) COc1ccc(CC(=O)NCCCc2ccccc2)cc1OC
(3) CCN(CCCn1c(=S)[nH]c2ccc(N3CCOCC3)cc2c1=O)c1ccccc1
(4) CC(OC(=O)c1ccc(OCC2CCCO2)cc1)C(=O)N(C)Cc1ccccc1 (configuration not stated)
(5) Oc1cccc(C2c3[nH]c4ccccc4c3CCN2Cc2cnn(-c3ccccc3)c2)c1 (configuration not stated)
(6) COc1ccc(-c2nc(=S)[nH][nH]2)cc1OC
(7) COc1cc(C(=S)N2CCOCC2)ccc1OC(=O)c1cc([N+](=O)[O-])cc([N+](=O)[O-])c1
(8) CCN(CC)S(=O)(=O)c1ccc2[nH]cc(C(=O)NCCN3CCCCCC3)c(=O)c2c1
entry no.,1,2,3,4,5,6,7,8
NOD2-RIPK2 inh,4,-9,-6,-3,9,-11,9,-11
TROY signal inh,0,19,12,-17,-1,10,16,-50
SRC2 inh,-4,-9,-2,2,-7,14,16,4
SRC3 inh,6,-12,-17,1,3,10,9,-61
C8 TRAIL sens,-24,-1,-24,9,-10,0,8,-7
TLR9-MyD88 inh,-2,7,12,-10,-11,-2,0,4
EBV LMP1 NFkB,-2,1,5,-7,0,-1,5,0
LRH-1 inv ag,-12,-11,10,-12,12,-9,5,6
COUP-TFII inh,2,29,12,-16,4,-25,1,-15
NCOA1 inh,-18,-5,-37,-18,4,-3,6,8
TWEAK Fn14 block,-18,11,14,-3,15,6,-11,17

(9) CCc1cc2c(SCC(=O)NCC3CCCO3)ncnc2s1 (configuration not stated)
(10) COc1cc(C(=O)N/C(=C\c2cn(S(=O)(=O)N(C)C)c3ccccc23)C(=O)NCCCO)cc(OC)c1OC
(11) CC1CCCN(C(=O)c2ccc(Br)c(S(=O)(=O)N3CCOCC3)c2)C1 (configuration not stated)
(12) Cc1ccc(S(N)(=O)=O)c(C)c1-n1cnnn1
(13) O=C1C2C3C=CC(C2C(=O)N1C1CCCCC1)C1C(=O)N(C2CCCCC2)C(=O)C31 (configuration not stated)
(14) COC(=O)C1(C)CCc2c(ccc3ccccc23)C1=O (configuration not stated)
(15) CN(C(=O)COC(=O)c1cc2ccccc2oc1=O)C1CCCCC1
(16) Cc1ccc(NC(=O)c2ocnc2C)cc1Cl
entry no.,9,10,11,12,13,14,15,16
NOD2-RIPK2 inh,3,-9,3,-2,13,-3,2,-3
TROY signal inh,2,11,-3,0,14,-77,10,-43
SRC2 inh,-1,-31,11,-17,-13,-38,-12,.
SRC3 inh,14,-4,14,-3,10,-14,10,-73
C8 TRAIL sens,-6,-9,-3,0,-12,-13,-19,-10
TLR9-MyD88 inh,3,9,-2,2,-4,.,-5,5
EBV LMP1 NFkB,3,-8,-1,-2,2,.,-5,-32
LRH-1 inv ag,1,9,10,-14,7,-21,8,-108
COUP-TFII inh,-7,4,-6,6,-1,-14,-4,.
NCOA1 inh,-15,-2,-8,-3,4,-5,0,-68
TWEAK Fn14 block,-10,-13,6,-7,-6,-28,9,-13

(17) Cc1ccccc1NC(=O)CN1C(=O)CSc2ccccc21
(18) CC12CCC(C(=O)Nc3ccccc3Cl)([C@H](Br)C1=O)C2(C)C (some centres not stated)
(19) CCOC(=O)Cn1c(=O)c2c(nc3n2CCCCN3c2ccc(OCC)cc2)n(C)c1=O
(20) CCNC(=S)NS(=O)(=O)c1ccc(Cl)cc1
(21) Cc1nc2ccc(S(=O)(=O)NC(C(=O)N3CCCCCC3)C(C)C)cc2s1 (configuration not stated)
(22) O=C(NCc1ccc(F)cc1)c1cnn2ccccc12
(23) CCOC(=O)C1CCN(C(c2cccs2)c2sc3nc(C)nn3c2O)CC1 (configuration not stated)
(24) CC(=O)N1c2c(cc(Br)cc2S(=O)(=O)NCc2ccc(C)cc2)CC1C (configuration not stated)
entry no.,17,18,19,20,21,22,23,24
NOD2-RIPK2 inh,-1,6,-10,-4,-6,-1,1,4
TROY signal inh,-4,5,11,.,-17,-43,2,5
SRC2 inh,7,-2,-23,6,14,-45,10,-23
SRC3 inh,21,17,14,2,8,-87,-2,4
C8 TRAIL sens,-2,4,-9,-3,1,12,-8,-5
TLR9-MyD88 inh,5,-2,1,-4,2,2,-9,-8
EBV LMP1 NFkB,-2,0,-1,10,-1,-17,-3,-7
LRH-1 inv ag,0,20,4,19,1,-106,3,21
COUP-TFII inh,-18,-15,-20,0,24,-29,3,1
NCOA1 inh,-55,8,4,-12,15,-61,3,-40
TWEAK Fn14 block,-10,-6,0,-5,-4,7,13,12

(25) O=C(Nc1ccc2c3c(cccc13)CC2)c1ccco1
(26) CCC(CC)c1nnc(NC(=O)c2cccc(S(=O)(=O)N3CCOCC3)c2)s1
(27) C=CCNC(=O)C1CC(=O)N(c2ccc(OCC(=O)Nc3cccc(OC)c3)cc2)C1 (configuration not stated)
(28) CC(C)/C=C/CN1CCC(Oc2ccc(C(=O)N3CCCC3)cc2)CC1
(29) Cc1cc(N2CCCN(C)CC2)nc2cc(Cl)ccc12
(30) ClCc1cc2ccccc2nc1Cl
(31) CCCCNC(=O)C1c2ccccc2OCC(=O)N1Cc1cccnc1 (configuration not stated)
(32) Cc1nc(CS(=O)(=O)c2ccccn2)sc1C(=O)NNC(=O)c1c(F)cccc1Cl
entry no.,25,26,27,28,29,30,31,32
NOD2-RIPK2 inh,15,5,7,-5,-8,-8,-9,-13
TROY signal inh,14,-3,-19,-4,-11,-11,-10,-11
SRC2 inh,-44,-27,-50,0,-16,16,22,25
SRC3 inh,-13,17,-39,18,8,8,.,3
C8 TRAIL sens,-5,14,14,4,9,-7,-3,-22
TLR9-MyD88 inh,11,1,0,8,-1,0,.,.
EBV LMP1 NFkB,-6,-2,-9,-6,-1,10,.,-8
LRH-1 inv ag,-74,4,4,10,-10,1,2,-13
COUP-TFII inh,-8,10,13,6,-4,4,1,8
NCOA1 inh,-7,-5,-21,0,-19,-13,.,1
TWEAK Fn14 block,9,0,-11,-13,3,0,7,9

# Record cards, from the list above.
# ClCc1cc2ccccc2nc1Cl is listed as NOD2-RIPK2 inh = -8; TROY signal inh = -11; SRC2 inh = 16; SRC3 inh = 8; C8 TRAIL sens = -7; TLR9-MyD88 inh = 0; EBV LMP1 NFkB = 10; LRH-1 inv ag = 1; COUP-TFII inh = 4; NCOA1 inh = -13; TWEAK Fn14 block = 0
# C=CCNC(=O)C1CC(=O)N(c2ccc(OCC(=O)Nc3cccc(OC)c3)cc2)C1 (configuration not stated) is listed as NOD2-RIPK2 inh = 7; TROY signal inh = -19; SRC2 inh = -50; SRC3 inh = -39; C8 TRAIL sens = 14; TLR9-MyD88 inh = 0; EBV LMP1 NFkB = -9; LRH-1 inv ag = 4; COUP-TFII inh = 13; NCOA1 inh = -21; TWEAK Fn14 block = -11

# Going on with the list.
(33) CC(C)Sc1nc(-c2cccs2)nc2cc(Cl)ccc12
(34) CCCn1nc(C(=O)OCC(=O)c2c(N)n(C)c(=O)n(C)c2=O)c2ccccc2c1=O
(35) COc1ccc(NC(=S)Nc2cccc(C(F)(F)F)c2)c(C)c1
(36) O=C1C2C(c3cccc(/C=C/c4ccccc4)c3)CC=CC2C(c2ccc3ccccc3c2)N1Cc1ccccc1 (configuration not stated)
(37) Cc1cc(Cl)ccc1-c1nc(NCc2ccccc2)nc2ccsc12
(38) CC(C)NC(=O)CCCc1cn(C)c2ccccc12
(39) COc1ccccc1OCC(=O)NNC(=S)NC(=O)c1ccco1
(40) COc1ccc(Cc2nc3ccccc3n2CC(=O)N/N=C/c2ccccc2)cc1OC
entry no.,33,34,35,36,37,38,39,40
NOD2-RIPK2 inh,-7,2,4,0,3,-1,5,-1
TROY signal inh,-8,1,-15,-35,-31,-22,-4,16
SRC2 inh,-17,5,1,-8,12,4,-11,-2
SRC3 inh,.,2,4,-2,-29,-16,10,0
C8 TRAIL sens,-14,19,-3,10,5,-7,4,-1
TLR9-MyD88 inh,.,-13,-6,-10,.,-8,-1,0
EBV LMP1 NFkB,.,2,3,-16,.,7,3,3
LRH-1 inv ag,34,-1,14,2,-22,-10,-21,-25
COUP-TFII inh,-10,-12,3,-18,-5,-15,15,7
NCOA1 inh,.,-40,1,-2,-3,1,-5,-23
TWEAK Fn14 block,15,6,-11,-7,-5,29,4,-1

(41) Cc1ccc(S(=O)(=O)N2[C@@H](c3cccc(Cl)c3)C(C(=O)O)=CC[C@H]2c2ccc(C(C)C)cc2)cc1
(42) CC(C)(C)c1ccc(C(=O)Oc2ccc3c(c2)OCC3=O)cc1
(43) O=C(O)COCC(=O)Nc1ccc2c(c1)oc1ccccc12
(44) CCNC(=O)NCCc1c[nH]c2ccc(Cl)cc12
(45) O=C(OCn1nnc2ccccc2c1=O)c1ccco1
(46) COc1ccc(NC(=O)c2cccc(N3C(=O)C4C5CCC(C5)C4C3=O)c2)cc1 (configuration not stated)
(47) CCOC(=O)c1c(N)sc2c(NC(C)=O)cccc12
(48) COc1cccc(C(=O)NCc2ccc(N3CCN(C(=O)OC(C)(C)C)CC3)cc2)c1
entry no.,41,42,43,44,45,46,47,48
NOD2-RIPK2 inh,-3,-10,1,-5,-11,0,0,4
TROY signal inh,32,14,3,-4,-2,-13,-9,20
SRC2 inh,-3,-11,-14,-28,-28,0,-18,20
SRC3 inh,0,-6,-19,-6,6,-8,19,10
C8 TRAIL sens,-1,1,-10,-7,-10,-8,5,14
TLR9-MyD88 inh,5,4,-5,-1,0,-1,5,4
EBV LMP1 NFkB,0,-3,0,-1,2,-1,-7,-5
LRH-1 inv ag,-14,-21,9,-4,20,5,10,-1
COUP-TFII inh,7,-3,6,-18,0,17,5,16
NCOA1 inh,-4,-20,9,-3,-10,-1,7,-9
TWEAK Fn14 block,9,0,6,-6,5,-1,7,5

# An excerpt from above, reduced to SRC2 inh.
cpd | SMILES | SRC2 inh
36 | O=C1C2C(c3cccc(/C=C/c4ccccc4)c3)CC=CC2C(c2ccc3ccccc3c2)N1Cc1ccccc1 (configuration not stated) | -8
37 | Cc1cc(Cl)ccc1-c1nc(NCc2ccccc2)nc2ccsc12 | 12

# Remaining list, next part
(49) CC1CCCCC1NCC#CCOc1ccc(Cl)cc1 (configuration not stated)
(50) C=CCCC(=O)Nc1nc(C)c(-c2csc(Nc3ccc(Cl)cc3)n2)s1
(51) CC(=O)Nc1cc2c(ccc3ccccc32)oc1=O
(52) Cc1ccc(NC(=O)c2ccc(-n3cccn3)nc2)cc1
(53) COc1ccc(OCCCC(=O)Nc2cc([N+](=O)[O-])ccc2C)cc1
(54) Cc1oc(-c2cccs2)nc1CN1CCC(CO)(CCOc2ccccc2)CC1
entry no.,49,50,51,52,53,54
NOD2-RIPK2 inh,-8,-3,-1,-1,-12,-12
TROY signal inh,4,-7,-25,-24,-16,-4
SRC2 inh,-22,13,5,-5,-26,26
SRC3 inh,8,8,10,-5,3,7
C8 TRAIL sens,4,30,10,1,-1,25
TLR9-MyD88 inh,-5,-11,.,-3,6,2
EBV LMP1 NFkB,21,-7,-6,1,-6,-8
LRH-1 inv ag,4,15,-10,-5,15,26
COUP-TFII inh,-13,9,-6,-18,11,2
NCOA1 inh,11,-1,-18,-8,4,8
TWEAK Fn14 block,-15,2,-26,-24,-28,-5

# High-throughput results: PubChem BioAssay, several laboratories
